Vif-APOBEC3G blk: qHTS for Inhibitors of Vif-A3G Interactions: qHTS; DNA dC->dU-editing enzyme APOBEC-3G (Homo sapiens), Q9HC16; HeLa A3G-eYFP + Vif (tagged APOBEC3G with the HIV-1 protein that degrades it), YFP fluorescence, overnight; Potency, µM (series often up to 46.1 µM), inactives show at the highest dose activity, negative = active, hits mostly inhibitors; hit rate 0.076% among 410,000; AID 602310, 2012;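 further: on the % scale 0 is the no-effect control and ±100 the full control effect; nearly all actives have a fitted effect of over 60% in size; hits raise eYFP signal because A3G escapes Vif-driven loss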
Target sequence (Q9HC16 whole entry, looked up): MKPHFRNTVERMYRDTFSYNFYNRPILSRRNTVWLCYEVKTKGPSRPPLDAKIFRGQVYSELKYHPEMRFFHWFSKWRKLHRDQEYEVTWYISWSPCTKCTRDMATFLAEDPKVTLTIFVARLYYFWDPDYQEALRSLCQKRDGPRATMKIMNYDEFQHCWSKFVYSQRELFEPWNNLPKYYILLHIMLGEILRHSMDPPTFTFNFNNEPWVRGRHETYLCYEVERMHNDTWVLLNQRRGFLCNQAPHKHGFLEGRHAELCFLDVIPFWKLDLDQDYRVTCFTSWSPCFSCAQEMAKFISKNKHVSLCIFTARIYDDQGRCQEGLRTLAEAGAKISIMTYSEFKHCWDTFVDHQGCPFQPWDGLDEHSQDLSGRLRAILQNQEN
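HeLa cells stably expressing Vif and C-terminally eYFP-tagged A3G, seeded overnight at 37 deg C, then exposed to compound by pintool overnight at 37 deg C. Rise in yellow fluorescence (Ex 488/Em 500-530, Acumen) marks blocked Vif-driven A3G degradation.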
Vif-A3F inh: qHTS for Inhibitors of Vif-A3F Interactions: qHTS; HeLa A3F-eYFP + Vif (tagged APOBEC3F with the HIV-1 protein that degrades it), YFP fluorescence increase; Potency, µM (doses to about 46.1 µM), inactives show at the top dose activity, negative = active; hit rate 0.2% among 390,000; further: % of control where 0% means no effect; nearly all actives have a fitted effect of over 65% in size
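Fluorescence increase (Ex 488/Em 500-530) after overnight compound treatment at 37 deg C flags inhibition of Vif-driven A3F-eYFP loss in stable HeLa A3F-eYFP/Vif cells seeded overnight beforehand.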
RGS4 inh: Inhibitors of Regulator of G Protein Signaling (RGS) 4: qHTS; Regulator of G-protein signaling 4 (Homo sapiens), P49798; Transcreener GDP fluorescence polarization, RGS4-accelerated GTP hydrolysis; Potency, µM (top dose mostly 114 µM), without a hit: top-dose activity change, negative = inhibition, actives largely listed as inhibitors; hit rate 0.039% among 390,000; AID 504845, 2011; further: on the % scale 0 is the no-effect control and ±100 the full control effect; nearly all actives have a fitted effect of over 75% in size; some results filed as inactive show a strong effect at the top dose
Target sequence (P49798 whole entry, looked up): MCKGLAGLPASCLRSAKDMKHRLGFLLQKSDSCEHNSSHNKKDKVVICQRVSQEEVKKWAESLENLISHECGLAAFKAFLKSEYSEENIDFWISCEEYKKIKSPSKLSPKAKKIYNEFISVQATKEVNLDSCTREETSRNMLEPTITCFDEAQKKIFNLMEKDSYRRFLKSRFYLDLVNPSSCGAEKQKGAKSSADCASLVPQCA
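MLSMR compounds (23 nl, pin-transferred) preincubated 10 min at room temperature with a 500nM (2x) first reagent, then RGS4 at 900nM (2x) plus Transcreener GDP mix added; fluorescence polarization (620/688 nm) read before and after 90 min at 30 °C.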
IDH1 R132H inh: qHTS for Inhibitors of mutant isocitrate dehydrogenase 1 (IDH1): qHTS. IDH1-R132H enzyme, NADPH consumption, diaphorase/resazurin fluorescence. Potency, µM (highest dose often 76.6 µM), inactives show top-dose activity change, negative = inhibition, most hits filed as inhibitors. hit rate 0.093% among 390,000. AID 602179, 2012; further: on the % scale 0 is the no-effect control and ±100 the full control effect; nearly all actives have a fitted effect of over 65% in size
Target sequence (O75874 whole entry R132H, stated change not applied): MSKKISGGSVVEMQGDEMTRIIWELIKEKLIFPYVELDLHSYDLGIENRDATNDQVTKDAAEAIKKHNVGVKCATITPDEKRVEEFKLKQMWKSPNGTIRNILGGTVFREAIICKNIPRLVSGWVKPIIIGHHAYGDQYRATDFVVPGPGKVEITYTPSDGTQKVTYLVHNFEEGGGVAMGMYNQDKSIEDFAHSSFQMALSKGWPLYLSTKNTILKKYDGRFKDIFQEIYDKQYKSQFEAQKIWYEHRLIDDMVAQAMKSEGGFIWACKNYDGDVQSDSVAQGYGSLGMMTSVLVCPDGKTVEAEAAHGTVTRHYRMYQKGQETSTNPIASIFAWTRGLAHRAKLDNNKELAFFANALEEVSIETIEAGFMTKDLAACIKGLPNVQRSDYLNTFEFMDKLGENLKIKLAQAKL
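IDH1-R132H (0.5 ug/mL) preincubated 30 min with compound, then NADPH (0.016 mM) and alpha-KG (2 mM) added; 80 min at RT, pH 7.5. Remaining NADPH coupled via diaphorase/resazurin to fluorescence (540/590 nm); concentration-response curves normalized to no-enzyme control.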
12-LOX inh: Primary qHTS assay for inhibitors of human arachidonate 12S-lipoxygenase (ALOX12): Round 2 | hit rate 1.1% among 580,000 | purified 12hLO, xylenol orange hydroperoxide absorbance | Potency, µM (top dose mostly 108 µM), without a hit: at the highest dose activity change, negative = inhibition, actives largely listed as inhibitors | Polyunsaturated fatty acid lipoxygenase ALOX12 (Homo sapiens), P18054; further: on the % scale 0 is the no-effect control and ±100 the full control effect
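Purified human 12hLO at 150 nM in 25 mM Hepes, 0.01% Triton X-100, pH 7.0, preincubated 15 min at room temperature with compound. Reaction started with 40 uM arachidonic acid, 30 min at room temperature. Hydroperoxide measured by Fe-xylenol orange, 573/405 nm absorbance ratio.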
TrxR1 substrate: qHTS Assay for Substrates of Mammalian Selenoprotein Thioredoxin Reductase 1 (TrxR1): qHTS; Potency, µM (highest dose often 114 µM), inactives show at the top dose activity change, negative = substrate turnover; Thioredoxin reductase 1, cytoplasmic (Rattus norvegicus), O89049; AID 588456, 2011; hit rate 0.01% among 390,000; purified TrxR1 substrate turnover, NADPH consumption readout; further: on the % scale 0 is the no-effect control and ±100 the full control effect; nearly all actives have a fitted effect of over 50% in size
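Rat TrxR1, dispensed at 90 nM, was prereduced with 400 uM NADPH (final) for 5 min at ~22 deg C, then incubated with compound 15 min before 400 uM selenite. A first-read NADPH fluorescence drop versus no-compound background flagged substrates.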
RXFP1 ag: qHTS Assay for Agonists of the Relaxin Receptor RXFP1; HEK293T-RXFP1 cAMP TR-FRET, 30 min; response scale: percent of porcine relaxin response, buffer zero; Potency, µM (top dose mostly 57.5 µM), for inactives: at the highest dose activation, most hits filed as activators; hit rate 0.3% among 370,000; further: on the % scale 0 is the no-effect control and ±100 the full control effect; nearly all actives have a fitted effect of over 60% in size; many of its hits are not listed in these tables
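HEK293T cells stably expressing RXFP1 were pretreated with the PDE4 inhibitor Ro 20174, exposed to compounds for 30 min at 37C, lysed, and cAMP was read by TR-FRET. Data normalized to buffer (basal) and 29 nM porcine relaxin (100%).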
USP1 inh: Inhibitors of USP1/UAF1: Primary Screen; hit rate 0.23% among 390,000; Potency, µM (top dose mostly 57.1 µM), for inactives: at the highest dose activity change, negative = inhibition, actives largely listed as inhibitors; AID 743255, 2014; recombinant USP1/UAF1, Ub-Rhodamine cleavage fluorescence; further: on the % scale 0 is the no-effect control and ±100 the full control effect; nearly all actives have a fitted effect of over 60% in size; inactives centre near -12
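In this screen, compounds sit with the deubiquitinase complex (1nM) for 15 min at room temperature before Ub-Rho is added at 150nM final. Fluorescence rise is then followed for 6 reads every 60 seconds.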
TrxR1 inh: qHTS Assay for Inhibitors of Mammalian Selenoprotein Thioredoxin Reductase 1 (TrxR1): qHTS | Potency, µM (top dose mostly 114 µM), inactives show at the highest dose activity change, negative = inhibition, hits mostly inhibitors | hit rate 1% among 390,000 | recombinant rTrxR1, NADPH fluorescence consumption, selenite substrate | Thioredoxin reductase 1, cytoplasmic (Rattus norvegicus), O89049 | AID 588453, 2011; further: on the % scale 0 is the no-effect control and ±100 the full control effect; nearly all actives have a fitted effect of over 65% in size
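Rat TrxR1 (90 nM in the dispensed reagent) was pre-reduced with 400 uM NADPH for 5 min at room temperature, then incubated with compound for 15 min. After 400 uM selenite was added, NADPH fluorescence (Ex 340/Em 450 nm) was followed for 8 min.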
* = called active by the depositor; ? = inconclusive; . = not tested or not shown; & = joins results of further samples; [ ] = another dose, or the depositor's remark. The call rests on the fitted dose curve; in most records, active means well fitted curve in the direction sought with a large enough effect; inconclusive means small, poorly fitted or top-dose-only effect, or another doubt; inactive means no such curve, though single readings can be large; an effect the other way counts as inactive or inconclusive. Potency means the concentration at half of the fitted maximal effect. This is a subset; the hit share may differ from the screen's.

SMILES | Vif-APOBEC3G blk | Vif-A3F inh | RGS4 inh | IDH1 R132H inh | 12-LOX inh | TrxR1 substrate | RXFP1 ag | USP1 inh | TrxR1 inh
O=C(CSc1nnc(-c2ccccc2F)n1C1CCCCC1)Nc1cc(C(=O)O)ccc1Cl | -0.4% | 2.3% | 0.4% | 1.9% | -5.3% | 1.4% | . | -23.6% | 6.7%
C[N+]1(CC(O)COCC2COc3ccccc3O2)CCOCC1 (stereo not drawn) | 2.2% | 6.9% | 19.4% | -6.2% | ? | -7.5% | 2.7% | 4.6% | -1.8%
Cc1cn(C2OC[C@@H](O)[C@@H]2CO)c(=O)[nH]c1=O (stereo partly drawn) | -0.2% | -10.1% | 2.4% | 1.4% | 13.8%&-7.4% | 1.8% | 1.4% | -16.7% | 15.4%
CC(C)C(=O)N1CCC2(CC1)Oc1ccc(Cl)cc1C(=O)C21CC(c2cccnc2)=NO1 (stereo not drawn) | 1.5% | 4.2% | 7.2% | -3.8% | ? | 10.2%[57.1 µM] | 1.9% | -15.2% | 8.5%[57.1 µM]
O=C(NN1CCOCC1)c1ccc(Br)cc1 | -0.5% | -2.4% | 19.0% | 3.4% | 34.8%[activator] | 6.8%[57.1 µM] | . | 2.4% | 15.1%
Cc1ccc(C2=NNC(=O)C(c3c[nH]c4ccccc34)C2)cc1 (stereo not drawn) | -3.4% | 1.8% | -12.3% | -0.9% | -5.7% | -8.4% | -2.1% | -17.2% | -5.7%
Cc1ccc(C(=O)CSc2nnc(Cn3nnc4ccccc43)n2C)cc1 | -0.1% | -16.2% | -12.9% | -1.7% | -16.2% | 10.6% | 2.5% | ? | -0.5%
CCN(CC)CCOC(=O)C(c1ccccc1)C1CCCCC1 (stereo not drawn) | 0.7% | -3.9% | 17.5% | 12.3% | ? | 4.7% | . | -27.0% | 29.1%
CCC(=O)N1CCc2cc(Br)c(S(=O)(=O)CCC(=O)NCCc3ccccc3)cc21 | 1.8% | -14.3% | 17.3% | 1.2% | -1.4%&-3.2% | -2.5% | . | -1.9% | 12.1%
O=C(CSc1nc2ccccc2c(=O)n1-c1ccc(F)cc1F)c1c[nH]c2ccccc12 | 0.3% | 2.6% | 7.6% | -3.9% | 8.7% | -13.2% | 0.1% | -3.4% | -16.7%
Cc1ccc(NCc2cccc(B(O)O)c2)cc1 | -1.9% | 6.1% | 7.3% | -7.0% | 16.9% | -1.5% | . | -3.9% | 13.0%
COc1cc(OC)cc(-c2sc3ccc(OC)cc3c2-c2ccc3cc[nH]c3c2)c1 | -8.4% | -1.0% | 2.9% | 4.6% | ? | 11.0%[57.1 µM] | . | -21.4% | 16.7%[57.1 µM]
CC(CN1CCCCC1)OC(=O)C1c2ccccc2Oc2ccccc21 (stereo not drawn) | -6.9% | -2.7% | 1.3% | 6.2% | ? | -0.5%[57.1 µM] | -1.1% | -5.4% | 8.1%[57.1 µM]
CCCNC(=O)c1ccc2c(c1)N=C(CCC)c1ccccc1S2 | ? | 0.1% | -3.3% | 7.7% | -19.7% | -0.5% | 3.8% | -12.8% | 0.5%
COc1ccc(N2CCN(S(=O)(=O)c3csc(C(N)=O)c3)CC2)cc1 | 2.2% | 7.4% | -10.5% | 23.9% | -1.1% | 4.6% | 1.6% | -12.7% | 28.9%
O=C(O)C1CC1C(=O)N1CCN(c2ccc(Cl)c(Cl)c2)CC1 (stereo not drawn) | 1.9% | 1.0% | -40.2% | 5.8% | 0.0% | -5.3% | 0.4% | -1.2% | -3.2%
O=C(NCc1ccccc1Cl)C1CCCN(c2nc3ccccc3n3cccc23)C1 (stereo not drawn) | -7.6% | 3.2% | -7.6% | -15.2% | 0.0% | 4.2%[11.4 µM] | 6.9% | -17.8% | 30.4%
Cc1ccc(NNC(=O)C2CCC2)cc1C | -4.0% | -20.1% | 2.9% | 14.9% | ? | 10.4%[57.1 µM] | 3.5% | -3.3% | 3.5%[57.1 µM]
COc1ccc(CN(CCCN2CCOCC2)C(=O)Nc2cccc(Cl)c2)cc1OC | -0.3% | ? | -0.2% | 9.1% | 0.0% | -6.5% | 0.9% | -7.8% | -9.4%
CC(C)N1C(=O)CCC1C(=O)NCc1ccccc1Cl (stereo not drawn) | -2.8% | 1.8% | -8.7% | 3.3% | 7.7%[57.4 µM] | 9.5% | 0.2% | ? | 30.6%
CC1CCCC(NC(=O)c2cc(S(=O)(=O)N3CCOCC3)ccc2F)C1C (stereo not drawn) | -0.9% | -28.5% | 15.8% | -8.4% | 11.0% | -2.0% | 1.1% | -8.5% | 14.6%
CC(=O)C1=C(O)C(=O)N(c2ccc(O)cc2)C1c1ccc(F)cc1 (stereo not drawn) | 0.4% | 6.8% | -18.7% | 25.3% | -23.3% | -9.7% | 1.1% | -11.3% | 0.6%
NC(=O)c1ccccc1NC(=O)Nc1ccc(F)c(Cl)c1 | 3.0% | 0.9% | 4.1%[56.9 µM] | -9.7% | -16.6% | -0.8% | 0.5% | -20.4% | 6.9%
CCN(CC(=O)NCc1ccc(Cl)cc1)C(=O)CCc1ccccc1 | 1.9% | -11.4% | 17.2% | -9.3% | . | -2.8% | -0.7% | -12.1% | 4.7%
CC(C)(C)OC(=O)C[C@H]1C/C=C\C[C@@H](CC(=O)N[C@H](CO)Cc2ccccc2)C(=O)NC[C@H](c2ccccc2)OC1=O | -0.4% | 8.5% | -5.5% | -3.4% | 12.4% | -9.2% | . | -18.8% | 9.7%[57.1 µM]
CN(CCOc1ccccc1)C(=O)c1ccc2c(=O)n3c(nc2c1)CCC3 | 3.1% | -2.0% | -18.4% | 6.1% | -13.2% | -5.2% | 1.2% | -16.2% | -11.1%
COc1cccc(CNC(=O)c2cc3n(n2)CCCN(Cc2ccc(C)cc2)C3=O)c1OC | -0.4% | 0.6% | -4.6% | -11.1% | -4.9% | 4.8%[57.1 µM] | 0.2% | -17.1% | 6.6%[57.1 µM]
CCn1c(-c2ccccc2)c(C(=O)CC#N)c2ccccc21 | -7.4% | ? | 30.2% | -1.9% | 2.7% | -9.5%[57.1 µM] | 1.2% | -13.6% | -22.6%[57.1 µM]
COc1ccccc1NC(=O)c1sc2nc(C)c(C(=O)Nc3ccc(C)cc3C)c(-c3cccs3)c2c1N | -4.6% | 2.8% | -10.7% | 13.6% | 9.9% | -7.5% | 14.5% | ? | -17.1%
CSc1cccc(NC(=O)NCc2cccc(CNC(=O)Nc3cccc(SC)c3)c2)c1 | -25.5% | -0.3% | -3.4% | -4.0% | -25.7% | 2.2% | -2.9% | -19.2% | 30.1%
Cc1cc(C)c2[nH]c(=O)c(C(c3nnnn3CC3CCCO3)N3CCCC(C)C3)cc2c1 (stereo not drawn) | -0.6% | 8.6% | -16.0% | 1.1% | ? | -4.4% | 3.3% | -15.1% | ?
CN(c1ccccc1)S(=O)(=O)c1ccc(C(=O)NCc2cccs2)cc1 | 5.2% | -5.7% | -10.2%[11.4 µM] | 6.6% | -15.9% | 2.1% | 0.0% | -10.3% | 6.6%
COc1cc(Cl)c(C)cc1NC(=O)Cc1cccs1 | -5.7% | -6.9% | -20.6% | 6.6% | -4.7% | 6.3%[57.1 µM] | 3.0% | -16.3% | 12.2%[57.1 µM]
S=c1nc(C2CCCCC2)[nH][nH]1 | -0.2% | -16.9% | -12.5% | 0.0% | . | 1.4%[57.1 µM] | 0.2% | 0.7% | ?
CC/C(Cc1ccccc1)=N/NC(=O)CNC(=O)c1ccc(Cl)cc1Cl | 0.5% | 0.8% | 21.1% | -0.7% | -1.5% | -3.8% | 0.0% | -6.4% | 8.3%
COc1cc(CN2CCN(CC#Cc3ccccc3)CC2CCO)cc(OC)c1 (stereo not drawn) | -3.1% | -0.2% | 5.8% | -5.0% | -13.7% | -13.5% | 1.3% | -2.5% | ?

3 of the entries above in order of the RGS4 inh value, highest first:
| SMILES | RGS4 inh |
| --- | --- |
| CC/C(Cc1ccccc1)=N/NC(=O)CNC(=O)c1ccc(Cl)cc1Cl | 21.1% |
| S=c1nc(C2CCCCC2)[nH][nH]1 | -12.5% |
| COc1cc(Cl)c(C)cc1NC(=O)Cc1cccs1 | -20.6% |

From PubChem
